Screening data: PubChem, National Center for Advancing Translational Sciences (NCATS)
LDHA block: LDHA (human) enzyme inhibition | P00338 | AID 1347041 | 480,000 tested, 0.15% active | activity change, % (values are at about 110 or 230 µM) | purified LDHA, NADH/diaphorase-resazurin fluorescence; hits give low values; in the data active means activity change below about -30%; inconclusive means mostly about -25% to -30%;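 further: plate controls were DMSO wells for no effect and wells without enzyme for full effect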
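Human LDH5 (2 nM) was incubated with 0.06 mM NADH and 0.2 mM pyruvate for 5 min at room temperature in Tris pH 7.4. Remaining NADH was coupled through diaphorase/resazurin, and resorufin fluorescence was read at 0 and 20 min.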
GRP78 ERSR act: ER stress response induction in glioma; U87-MG GRP78 promoter luciferase reporter, 16 h; Potency, µM, without a hit: top-dose activation, most hits filed as activators; 420,000 tested, 0.02% active; AID 602332; further: potency means the concentration at half of the fitted maximal effect; series mostly up to about 76 µM; % of control where 0% means no effect; nearly all actives have a fitted effect of over 35% in size
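Stably transfected U87-MG glioma cells carrying a GRP78-based luciferase sensor; 16 h compound incubation. Luminescence end-point read 10 min after Bright-Glo addition at room temperature.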
TrxR1 substrate: rat thioredoxin reductase 1 substrate activity; Potency, µM (top dose mostly 114 µM), for inactives: top-dose activity change, negative = substrate turnover; 390,000 tested, 0.01% active; O89049; purified TrxR1 substrate turnover, NADPH consumption readout; AID 588456; further: potency means the concentration at half of the fitted maximal effect; on the % scale 0 is the no-effect control and ±100 the full control effect; nearly all actives have a fitted effect of over 50% in size
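Rat TrxR1, dispensed at 90 nM, was prereduced with 400 uM NADPH (final) for 5 min at ~22 deg C, then incubated with compound 15 min before 400 uM selenite. A first-read NADPH fluorescence drop versus no-compound background flagged substrates.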
Vif-A3F inh: blocks the Vif interaction with APOBEC3F. AID 602313. 390,000 tested, 0.2% active. HeLa A3F-eYFP + Vif (tagged APOBEC3F with the HIV-1 protein that degrades it), YFP fluorescence increase. Potency, µM (titrated, usually from 46.1 µM), for the others: top-dose activity, negative = active; further: potency means the concentration at half of the fitted maximal effect; % of control where 0% means no effect; nearly all actives have a fitted effect of over 65% in size
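HeLa cells stably expressing Vif plus C-terminally eYFP-tagged A3F were seeded, incubated overnight at 37 deg C, dosed with compound, incubated overnight again at 37 deg C. Yellow fluorescence (Ex 488/Em 500-530) reported blocked Vif-mediated A3F-eYFP degradation.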
Vif-APOBEC3G blk: Vif-A3G binding inhibition; Q9HC16; HeLa A3G-eYFP + Vif (tagged APOBEC3G with the HIV-1 protein that degrades it), YFP fluorescence, overnight; Potency, µM (titrated, usually from 46.1 µM), inactives show at the top dose activity, negative = active, most hits filed as inhibitors; 410,000 tested, 0.076% active;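 further: potency means the concentration at half of the fitted maximal effect; on the % scale 0 is the no-effect control and ±100 the full control effect; nearly all actives have a fitted effect of over 60% in size; hits raise eYFP signal because A3G escapes Vif-driven loss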
Target sequence (Q9HC16 whole entry, looked up): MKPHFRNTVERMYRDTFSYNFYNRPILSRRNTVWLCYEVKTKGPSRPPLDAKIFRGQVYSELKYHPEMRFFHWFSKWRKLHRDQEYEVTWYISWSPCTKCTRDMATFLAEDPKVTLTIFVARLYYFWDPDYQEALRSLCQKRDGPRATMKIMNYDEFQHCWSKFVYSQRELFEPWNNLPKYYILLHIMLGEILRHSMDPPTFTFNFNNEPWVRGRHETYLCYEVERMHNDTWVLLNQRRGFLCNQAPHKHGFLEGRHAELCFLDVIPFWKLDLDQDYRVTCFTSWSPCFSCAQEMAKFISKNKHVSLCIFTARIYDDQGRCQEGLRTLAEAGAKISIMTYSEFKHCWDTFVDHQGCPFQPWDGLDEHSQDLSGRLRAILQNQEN
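Read-out is eYFP fluorescence (Ex 488/Em 500-530) from Vif-expressing HeLa A3G-eYFP cells; more signal means A3G escaped Vif-mediated degradation. Cells plated overnight, compound pinned in, incubated overnight at 37 deg C.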
mIDH1 inhibitor: human IDH1 R132H inhibition; IDH1-R132H enzyme, NADPH consumption, diaphorase/resazurin fluorescence; AID 602179; Potency, µM (highest dose often 76.6 µM), for inactives: at the highest dose activity change, negative = inhibition, most hits filed as inhibitors; 390,000 tested, 0.093% active; further: potency means the concentration at half of the fitted maximal effect; on the % scale 0 is the no-effect control and ±100 the full control effect; nearly all actives have a fitted effect of over 65% in size
Target sequence (O75874 whole entry R132H, stated change not applied): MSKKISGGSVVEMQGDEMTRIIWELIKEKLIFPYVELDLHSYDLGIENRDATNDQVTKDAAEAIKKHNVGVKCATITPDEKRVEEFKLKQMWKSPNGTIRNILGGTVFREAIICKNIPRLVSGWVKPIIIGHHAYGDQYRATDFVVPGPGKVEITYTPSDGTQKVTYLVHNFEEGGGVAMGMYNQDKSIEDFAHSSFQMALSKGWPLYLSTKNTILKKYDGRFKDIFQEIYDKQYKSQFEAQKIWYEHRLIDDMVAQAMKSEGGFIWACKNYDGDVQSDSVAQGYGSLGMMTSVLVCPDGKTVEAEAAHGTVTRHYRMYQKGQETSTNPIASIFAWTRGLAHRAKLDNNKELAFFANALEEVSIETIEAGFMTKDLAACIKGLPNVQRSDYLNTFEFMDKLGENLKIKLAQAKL
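IDH1-R132H (0.5 ug/mL) preincubated 30 min with compound, then NADPH (0.016 mM) and alpha-KG (2 mM) added; 80 min at RT, pH 7.5. Remaining NADPH coupled via diaphorase/resazurin to fluorescence (540/590 nm); concentration-response curves normalized to no-enzyme control.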
RGS4 inh: human RGS4 inhibition. Potency, µM (series often up to 114 µM), inactives show at the top dose activity change, negative = inhibition, actives largely listed as inhibitors. Transcreener GDP fluorescence polarization, RGS4-accelerated GTP hydrolysis. 390,000 tested, 0.039% active. P49798; further: potency means the concentration at half of the fitted maximal effect; on the % scale 0 is the no-effect control and ±100 the full control effect; nearly all actives have a fitted effect of over 75% in size; some results filed as inactive show a strong effect at the top dose
Target sequence (P49798 whole entry, looked up): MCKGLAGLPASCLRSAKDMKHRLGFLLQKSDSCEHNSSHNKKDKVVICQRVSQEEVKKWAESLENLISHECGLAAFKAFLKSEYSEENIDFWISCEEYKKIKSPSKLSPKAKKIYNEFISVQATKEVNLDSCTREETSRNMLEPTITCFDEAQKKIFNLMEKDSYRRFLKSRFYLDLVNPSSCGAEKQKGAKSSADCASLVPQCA
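MLSMR compounds (23 nl, pin-transferred) preincubated 10 min at room temperature with a 500nM (2x) first reagent, then RGS4 at 900nM (2x) plus Transcreener GDP mix added; fluorescence polarization (620/688 nm) read before and after 90 min at 30 °C.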
USP1-UAF1 inh: inhibitors of human USP1/UAF1 deubiquitinase; O94782; recombinant USP1/UAF1, Ub-Rhodamine cleavage fluorescence; Potency, µM (doses to about 57.1 µM), for inactives: at the top dose activity change, negative = inhibition, most hits filed as inhibitors; 390,000 tested, 0.23% active; AID 743255; further: potency means the concentration at half of the fitted maximal effect; on the % scale 0 is the no-effect control and ±100 the full control effect; nearly all actives have a fitted effect of over 60% in size; inactives centre near -12
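High-throughput fluorogenic screen: 1nM USP1/UAF1 complex, Ub-Rho substrate 150nM final, 50mM HEPES pH 7.8 with 0.5mM EDTA, 0.1 mg/ml BSA, 1mM TCEP and 0.01% Tween-20.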
TrxR1 inh: inhibitors of rat thioredoxin reductase 1 | O89049 | recombinant rTrxR1, NADPH fluorescence consumption, selenite substrate | Potency, µM (doses to about 114 µM), without a hit: top-dose activity change, negative = inhibition, most hits filed as inhibitors | 390,000 tested, 1% active | AID 588453; further: potency means the concentration at half of the fitted maximal effect; on the % scale 0 is the no-effect control and ±100 the full control effect; nearly all actives have a fitted effect of over 65% in size
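Rat TrxR1 (90 nM in the dispensed reagent) was pre-reduced with 400 uM NADPH for 5 min at room temperature, then incubated with compound for 15 min. After 400 uM selenite was added, NADPH fluorescence (Ex 340/Em 450 nm) was followed for 8 min.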
Numbers without * were called inactive; ? = inconclusive; & = joins results of further samples; [ ] = remark or other dose. Unless noted, the call rests on the fitted dose curve; in most records, active means well fitted curve in the direction sought with a large enough effect; inconclusive means small, poorly fitted or top-dose-only effect, or another doubt; inactive means no such curve, though single readings can be large; an effect the other way counts as inactive or inconclusive.

nr | molecule | LDHA block | GRP78 ERSR act | TrxR1 substrate | Vif-A3F inh | Vif-APOBEC3G blk | mIDH1 inhibitor | RGS4 inh | USP1-UAF1 inh | TrxR1 inh
1 | COc1ccc(-c2csc(N(CC3CCCO3)C(=O)c3ccco3)n2)cc1 (stereo not drawn) | -10 | 1% | -3% | -2% | -8% | 8% | -20% | ? | 15%
2 | O=C(NCc1ccco1)C1CC(c2cc(C(F)(F)F)cc(C(F)(F)F)c2)=NO1 (stereo not drawn) | -4 | -3% | 5%[57.1 µM] | -13% | ? | 24% | 18% | -11% | -1%[57.1 µM]
3 | COc1cccc(C(=O)CN(C(=O)c2ccc(Cl)c(Cl)c2)N2C(=O)c3ccccc3C2=O)c1 | 5 | -5% | 5% | -5% | 0% | 13% | -4% | -1% | 30%
4 | Cc1ccc(CSCC(=O)NCc2ccco2)cc1 | -2 | -2% | -9% | ? | 0% | 4% | -26% | -4% | 16%[57.1 µM]
5 | Cc1ccc(-c2nc(CN(CC3CCC3)CC3CCCO3)c(C)o2)s1 (stereo not drawn) | -1 | 1% | 8% | 0% | -5% | 0% | -7% | -16% | -4%
6 | Cn1ccnc1/C(=N\NC(=O)c1ccccc1)c1cccc([N+](=O)[O-])c1 | -10 | 1% | -9% | 2% | -3% | 0% | -16% | -8% | 5%[57.1 µM]
7 | COCCCn1nnnc1SCC(=O)Nc1ccc2c(c1)OCCO2 | 0 | -1% | 4% | 1% | 1% | -1% | 1% | -21% | 16%
8 | CCOc1ccccc1C1Nc2ccccc2-c2nnc(SCc3ccccc3)nc2O1 (stereo not drawn) | -3 | 5% | 7% | 0% | -7% | -13% | -15% | -25% | 11%
9 | O=C(NCc1ccc(F)cc1)c1cccc2c1C(=O)N(Cc1cccnc1)C2 | 0 | 0% | 1% | 2% | 3% | 0% | -12%[11.4 µM] | -24% | 7%
10 | CCc1c(C)sc(NC(=O)c2cc(-c3ccc(O)cc3)on2)c1C#N | -2 | -3% | 19% | -4% | 0% | 14% | ? | -13% | 10%[57.1 µM]
11 | COCCn1c(=S)[nH]c2ccc(N(C)C)cc2c1=O | 11 | -4% | 2% | 4% | -3% | 9% | -42% | -8% | -27%
12 | CN(C)CCCNCCCNC(=O)/C(=N\O)c1ccccn1 | 14 | -5% | 1% | -1% | 5% | 7% | -17% | -15% | -15%
13 | Cc1ccccc1-c1nnnn1C1CCS(=O)(=O)C1 (stereo not drawn) | -2 | -4% | -3% | 4% | -5% | -9% | 5% | -1% | 4%
14 | CCc1noc(C)c1C(=O)N1CCCC(N2CCN(c3ccccc3F)CC2)C1 (stereo not drawn) | -6 | -3% | 6% | -2% | -5% | -6% | 13% | -15% | -3%
15 | O=C(CN1C(=O)c2ccc([N+](=O)[O-])cc2C1=O)Nc1ccccc1N1CCCC1 | 0 | -3% | 0% | -13% | 2% | 1% | -3% | -20% | 4%
16 | O=C(Nc1ccc(N2CCN(C(=O)c3cccs3)CC2)cc1)c1ccccc1Cl | -1 | -4% | 6% | -2% | -27% | 7% | -44% | -5% | 21%
17 | CCOC(=O)N1CCC(Nc2c(NCCN3CCN(c4cccc(Cl)c4)CC3)c(=O)c2=O)CC1 | -7 | -3% | 2% | -8% | 0% | -2% | 3% | -14% | 6%
18 | CSc1nc2c(c(-c3ccccc3)c1C#N)CCC2 | 0 | -3% | -4% | -2% | 3% | 2% | 12% | -23% | -7%
19 | COc1ccc(S(=O)(=O)N(CC(=O)NCC2CCCO2)Cc2ccccc2)cc1 (stereo not drawn) | -10 | -5% | 12%[0.0914 µM] | ? | 0% | 11% | -11% | -12% | 12%[57.1 µM]
20 | CCC(C)(C)n1nnnc1C(c1cc2cc3c(cc2[nH]c1=O)OCO3)N1CCN(C)CC1 (stereo not drawn) | 0 | -2% | 164%[activator] | 0% | -1% | 7% | 11% | -11% | 42%[activator]
21 | CCCn1c(SCC(=O)NCCc2ccc(OC)c(OC)c2)nc2c1c(=O)n(C)c(=O)n2C | -4 | -4% | 4% | 2% | 0% | 12% | 7% | -3% | 13%
22 | COc1ccccc1N(C)S(=O)(=O)c1ccc(Cl)c(C(=O)NC2=NCCS2)c1 | -7 | -2% | 2%[57.1 µM] | 11% | 0% | 1% | -2% | -22% | 18%[57.1 µM]
23 | O=C(Nc1cccc(CCc2ccccn2)c1)c1cc(F)c(F)cc1Cl | -4 | -1% | 7%[57.1 µM] | 3% | 0% | 25% | 11% | -11% | 5%[57.1 µM]
24 | COC(=O)c1c(C(=O)OC)c(-c2cccc(F)c2)n2c1CS(=O)(=O)C2 | -1 | -1% | 4% | 2% | 0% | 4% | -4% | -22% | 20%
25 | O=C(O)c1cc(-c2ccc(Br)s2)nc2ccccc12 | -2 | 5% | 44%[activator] | -1% | -29% | -3% | -2% | -20% | -28%
26 | COc1ccc(CN(C(=O)CSc2nnc(-c3ccccc3F)o2)c2ccc(F)cc2)cc1 | -2 | -3% | -5%[57.1 µM] | 1% | 0% | 1% | -11% | -6% | 26%
27 | Cc1ccccc1CSc1nnc(NC(=O)Cc2cccs2)s1 | 2 | -4% | -2% | 2% | -7% | 2% | -6% | 1% | -20%[57.1 µM]
28 | CCCCOc1ccc(C(=O)N2CCN(CC(=O)Nc3ccc(C)cc3)CC2)cc1OC | -9 | 3% | 1% | -6% | 1% | 7% | 32% | -13% | 10%
29 | Cc1nnc(NC(=O)CSc2nnc(-c3ccc(S(=O)(=O)N4CCCC4)cc3)n2C)s1 | -9 | -4% | -4% | -5% | 3% | -4% | 17% | -10% | 7%
30 | CCN(C(=O)c1sc2nc3n(c(=O)c2c1C)CCCCC3)c1ccc(OC)cc1 | 0 | -1% | -1% | -4% | 4% | 6% | -10% | -4% | 71µM*
31 | O=C1NC(c2ccco2)Nc2ccccc21 (stereo not drawn) | -4 | -1% | 77%[activator][57.1 µM] | -5% | -4% | 9% | -16% | -13% | 4%[57.1 µM]
32 | O=C(CSc1nnc(-c2cccnc2)n1Cc1ccccc1)N1CCOCC1 | -10 | -2% | -6% | -8% | 5% | -3% | 16% | 3% | 4%
33 | COc1ccccc1NC(=O)Cn1c(CCC(=O)O)ccc1-c1ccccc1 | 1 | -2% | -2% | -17% | -1% | -2% | -28% | -14% | -9%
34 | Clc1ccc(CSc2ccc(-c3ccco3)nn2)cc1 | -5 | 6% | 9% | 14% | 0% | -1% | -35% | -18% | 11%[57.1 µM]
35 | O=C(NC1CCCC1)C(c1cc2c(cc1[N+](=O)[O-])OCO2)N1CCCC1 (stereo not drawn) | 11 | 1% | -5% | 3% | -3% | 6% | -24% | -14% | 13%[57.1 µM]
36 | O=C(Nc1ccccc1)NC1CCN(CCCN2C(=O)c3ccccc3C2=O)CC1 | -4 | -4% | 4% | -8% | -1% | 0% | -8% | -9% | 14%
37 | O=C1CC2(CCN(C(=O)COc3ccccc3F)CC2)Oc2ccccc21 | -6 | -4% | 11% | 8% | 1% | 18% | 13% | -13% | -5%
38 | COc1ccc(OC)c(C2NC(=O)c3sc(=S)n(-c4ccccc4)c3N2)c1 (stereo not drawn) | 6 | 0% | 3% | -2% | -9% | 3% | -51% | -10% | 6%
39 | CCCCOc1cc(CC2CNC(=O)N2)ccc1OC (stereo not drawn) | -3 | 0%&-2%&-3%&-5% | 2%[57.1 µM] | 0% | 0% | 10% | -13%[56.9 µM] | -27% | -3%[57.1 µM]

Of the compounds above, these have a Cl atom.
nr | molecule | LDHA block | GRP78 ERSR act | TrxR1 substrate | Vif-A3F inh | Vif-APOBEC3G blk | mIDH1 inhibitor | RGS4 inh | USP1-UAF1 inh | TrxR1 inh
3 | COc1cccc(C(=O)CN(C(=O)c2ccc(Cl)c(Cl)c2)N2C(=O)c3ccccc3C2=O)c1 | 5 | -5% | 5% | -5% | 0% | 13% | -4% | -1% | 30%
16 | O=C(Nc1ccc(N2CCN(C(=O)c3cccs3)CC2)cc1)c1ccccc1Cl | -1 | -4% | 6% | -2% | -27% | 7% | -44% | -5% | 21%
17 | CCOC(=O)N1CCC(Nc2c(NCCN3CCN(c4cccc(Cl)c4)CC3)c(=O)c2=O)CC1 | -7 | -3% | 2% | -8% | 0% | -2% | 3% | -14% | 6%
22 | COc1ccccc1N(C)S(=O)(=O)c1ccc(Cl)c(C(=O)NC2=NCCS2)c1 | -7 | -2% | 2%[57.1 µM] | 11% | 0% | 1% | -2% | -22% | 18%[57.1 µM]
23 | O=C(Nc1cccc(CCc2ccccn2)c1)c1cc(F)c(F)cc1Cl | -4 | -1% | 7%[57.1 µM] | 3% | 0% | 25% | 11% | -11% | 5%[57.1 µM]
34 | Clc1ccc(CSc2ccc(-c3ccco3)nn2)cc1 | -5 | 6% | 9% | 14% | 0% | -1% | -35% | -18% | 11%[57.1 µM]

The list is partial; count on the stated rates, not on these rows.
